Assay outcomes as filed in PubChem.
CF NFkB inh: blocks PAF-induced NF-kB reporter in cystic fibrosis cells; KKLEB NF-kB-GFP reporter, GFP fluorescence overnight; inhibition, % at 5 µM; 360,000 tested, 0.86% active;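 active means at least 50% inhibition at 5 µM, scaled per plate between neutral and stimulator controls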;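 further: PAF is a Pseudomonas aeruginosa culture filtrate used as stimulus; plate controls were PAF-stimulated DMSO wells for no effect and unstimulated DMSO wells for full effect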
Shn3 inh set2: Schnurri-3 reporter inhibition in Clone20 osteoblasts. AID 588674. Clone20 osteoblast Shn3 3'UTR firefly luciferase, 24 h. 360,000 tested, 0.52% active. inhibition, % at 12.5 µM;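 active means mean inhibition of at least 75% with every replicate also reaching 75%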;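 further: 0% = median of neutral control wells and 100% = pilot-screen positive control compound; some compounds past the cut are filed as inactive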
HIF-2a inh: inhibitors of HIF-2a; 360,000 tested, 0.72% active; inhibition, % at 18.8 µM; 786-0 RCC cells HIF-2a reporter, luciferase luminescence, overnight;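 active means inhibition of the luminescence signal of 40% or more relative to plate controls, in a single-dose primary screen at 18.75 µM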
Peg3 promoter: inhibitors of Peg3 promoter | HeLa PEG-Prom luciferase reporter, luminescence, overnight | inhibition, % at 20 µM | AID 588405 | 360,000 tested, 1.7% active;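 active means inhibition of at least 50% at 20 µM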
KKLEB cytotox: counter-screen for CF NF-kB inhibitors: cytotoxicity. KKLEB CF airway cells viability, ATPlite luminescence, overnight; stronger effect = lower value; cells stimulated with P. aeruginosa culture filtrate. activity change (cytotoxicity), % at 5 µM. 360,000 tested, 0.36% active. AID 602141;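 active means corrected activity change at or below -50% at 5 µM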
hiPSC survival: enhancers of human iPSC single-cell survival; hiPSC single-cell survival, ATPlite luminescence; 100% = ROCK inhibitor wells, 0% = DMSO; survival enhancement, % at 20 µM; 360,000 tested, 0.044% active; AID 602274; in the data active means survival enhancement above about 18%;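 further: cells exposed to compounds for 16 hours before the ATP read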
NR2E3 ag-1: activates human photoreceptor nuclear receptor NR2E3; Q9Y5X4; GST-NR2E3/biotin-RetCOR TR-FRET, 1536-well; inhibition of corepressor binding, % at 4.78 µM; 320,000 tested, 0.12% active; AID 2300;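 active means percent inhibition above the cutoff of mean plus 3 SD of all tested compounds, set per screening campaign, cut at about 20% in these data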;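 further: 0% = DMSO wells and 100% = biotin wells as full block of FRET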
Target sequence (Q9Y5X4 whole entry, looked up): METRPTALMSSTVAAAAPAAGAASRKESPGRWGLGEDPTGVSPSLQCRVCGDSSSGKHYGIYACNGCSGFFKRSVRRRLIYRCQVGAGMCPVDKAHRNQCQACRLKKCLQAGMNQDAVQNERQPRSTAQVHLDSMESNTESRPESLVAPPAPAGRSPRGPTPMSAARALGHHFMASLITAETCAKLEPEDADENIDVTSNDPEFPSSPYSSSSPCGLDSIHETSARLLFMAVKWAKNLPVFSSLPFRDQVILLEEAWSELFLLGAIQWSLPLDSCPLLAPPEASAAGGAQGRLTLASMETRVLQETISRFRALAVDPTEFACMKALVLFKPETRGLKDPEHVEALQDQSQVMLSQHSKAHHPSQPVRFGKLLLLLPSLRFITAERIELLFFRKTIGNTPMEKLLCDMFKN
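system = GST-tagged NR2E3 plus biotinylated RetCOR corepressor | input = 1.35 nM GST-NR2E3 | also added = 7 nM biotin-RetCOR | schedule = 5 h incubation at 4 °C | measured by = TR-FRET with europium anti-GST and streptavidin-D2, 340 nm excitation | read-out = percent loss of FRET ratio relative to control wells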
TRPM1 prom inh: MITF TRPM1 promoter inhibition in SK-MEL-5 cells; SK-MEL-5 TRPM1 promoter luciferase, 24 h; inhibition, % at 12.5 µM; 330,000 tested, 0.83% active; AID 488899;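 active means mean inhibition across replicates of 60% or more, whatever share of single replicates reaches that level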; further: values of inactives mirror those of a sister screen read the other way
LMP1 NFkB inh: reduces LMP1-driven NF-kappaB luciferase signal. inhibition, % at 12.5 µM. LMP1-induced NF-kappaB luciferase reporter cells, luminescence. AID 504558. 350,000 tested, 0.69% active; in the data active means inhibition above about 41%;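 further: 0% = neutral control wells and 100% = reference inhibitor control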
TRAIL sens C8: caspase-8 TRAIL sensitization; NB7+C8 cells + TRAIL, ATPlite viability luminescence; inhibition (viability loss, TRAIL sensitization), % at 10 µM; 360,000 tested, 1% active;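 active means compounds causing at least 50% loss of cell viability in the single-dose screen, relative to plate controls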
NR2E3 ag-2: human photoreceptor-specific nuclear receptor agonism; Q9Y5X4; AID 602229; 360,000 tested, 0.35% active; CHO-S Gal4-NCOR/VP16-NR2E3 two-hybrid, luciferase; inhibition of corepressor binding, % at 3.98 µM;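 active means inhibition above the mean of all tested compounds plus 3 SD, cut at about 70% in these data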;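 further: 0% = DMSO with NR2E3 transfected cells and 100% = cells lacking NR2E3 construct; higher means lower luciferase signal from less NR2E3 corepressor binding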
The depositor's hits bear a star; x = not tested or not shown. Only part of the results is shown; the hit share may differ from the screen's.

item	compound	CF NFkB inh	Shn3 inh set2	HIF-2a inh	Peg3 promoter	KKLEB cytotox	hiPSC survival
1	Cc1cc(C(=O)N/N=C/c2cccc([N+](=O)[O-])c2)c(C)o1	-2	0	-84	-78	-13	-2.3
2	O=C(Cn1c(=O)sc2ccccc21)OC(CCl)CCl	5	-8	7	12	-5	-0.8
3	COc1ccc(-c2cn3cccc(C)c3n2)cc1Br	-12	-39	-292	-405	6	-2.2
4	C[C@]12CC[C@H](O)CC1=C[C@H](O)C1C2CC[C@@]2(C)C1CC[C@@]2(O)C#Cc1ccc(CN)cc1 (some centres not stated)	8	-3	9	-2	-25	-0.2
5	COc1cccc(S(=O)(=O)NCc2ccc(C(=O)N3CCN(c4ccccc4)CC3)cc2)c1	-11	-18	16	3	-1	0.6
6	COC(=O)c1ccc(/C=C/C(=O)OCC(=O)Nc2sccc2C(N)=O)cc1	30	-4	6	89*	0	6.0
7	COc1ccc(OC)c(-c2nc(CN3CCN(C(=O)c4ccco4)CC3)c(C)o2)c1	-25	-7	8	24	4	-0.5
8	COc1ccc(NC(=O)C(=O)NCCN2CCN(C(=O)c3ccc(C(C)(C)C)cc3)CC2)cc1	22	16	8	3	-22	-0.5

item	NR2E3 ag-1	TRPM1 prom inh	LMP1 NFkB inh	TRAIL sens C8	NR2E3 ag-2
1	0	-35	3	5	-15
2	6	-7	6	-6	-18
3	-4	-49	-48	22	-123
4	x	-6	-5	-5	-28
5	3	-4	3	6	4
6	x	12	9	38	-37
7	3	-3	-5	11	-6
8	2	x	-1	-12	-8

Additional results.
item	compound	CF NFkB inh	Shn3 inh set2	HIF-2a inh	Peg3 promoter	KKLEB cytotox	hiPSC survival
9	CCC(C)Sc1nc2ccccc2c(=O)[nH]1 (configuration not stated)	6	3	-15	-2	-1	-2.0
10	Cc1csc(NC(=O)Nc2cccc(Cl)c2)n1	-4	-58	-232	-320	2	-1.2
11	O=C(c1cc(F)ccc1F)C1CCCN(C(=O)CCc2cnccn2)C1 (configuration not stated)	6	-15	11	12	1	-0.8
12	COc1cccc(NC(=O)CN(C)C(=O)CNC(=O)c2ccc3ccccc3c2)c1	13	-7	-124	-136	-13	-0.2
13	O=S(=O)(NCC1CCCO1)c1ccc(Br)cc1 (configuration not stated)	-6	-58	7	20	2	0.3
14	CCC1CCCCN1C(=O)Nc1cccc(NC(=O)N2CCCCC2CC)c1 (configuration not stated)	1	7	-7	10	16	-1.6
15	Cc1cccc(NC(=O)C2CCCN(S(=O)(=O)c3cccc4nonc34)C2)c1 (configuration not stated)	4	-4	26	25	-1	-2.1
16	COC(=O)c1ccc(C(C(=O)NCc2ccccc2)N(Cc2cccs2)C(=O)c2cnccn2)cc1 (configuration not stated)	9	7	9	26	-10	1.2

item	NR2E3 ag-1	TRPM1 prom inh	LMP1 NFkB inh	TRAIL sens C8	NR2E3 ag-2
9	-1	-1	-2	7	0
10	-2	-67	-22	13	-98
11	3	-1	-2	-2	-14
12	0	-33	-19	12	-2
13	1	-10	-2	-6	-7
14	2	15	0	1	7
15	4	-3	4	-1	-3
16	-1	-4	-6	3	-25

Rewritten with each value named: part of the list above.
10) Cc1csc(NC(=O)Nc2cccc(Cl)c2)n1
  CF NFkB inh: -4	Shn3 inh set2: -58	HIF-2a inh: -232	Peg3 promoter: -320	KKLEB cytotox: 2	hiPSC survival: -1.2	NR2E3 ag-1: -2	TRPM1 prom inh: -67	LMP1 NFkB inh: -22	TRAIL sens C8: 13	NR2E3 ag-2: -98
11) O=C(c1cc(F)ccc1F)C1CCCN(C(=O)CCc2cnccn2)C1 (configuration not stated)
  CF NFkB inh: 6	Shn3 inh set2: -15	HIF-2a inh: 11	Peg3 promoter: 12	KKLEB cytotox: 1	hiPSC survival: -0.8	NR2E3 ag-1: 3	TRPM1 prom inh: -1	LMP1 NFkB inh: -2	TRAIL sens C8: -2	NR2E3 ag-2: -14
12) COc1cccc(NC(=O)CN(C)C(=O)CNC(=O)c2ccc3ccccc3c2)c1
  CF NFkB inh: 13	Shn3 inh set2: -7	HIF-2a inh: -124	Peg3 promoter: -136	KKLEB cytotox: -13	hiPSC survival: -0.2	NR2E3 ag-1: 0	TRPM1 prom inh: -33	LMP1 NFkB inh: -19	TRAIL sens C8: 12	NR2E3 ag-2: -2
13) O=S(=O)(NCC1CCCO1)c1ccc(Br)cc1 (configuration not stated)
  CF NFkB inh: -6	Shn3 inh set2: -58	HIF-2a inh: 7	Peg3 promoter: 20	KKLEB cytotox: 2	hiPSC survival: 0.3	NR2E3 ag-1: 1	TRPM1 prom inh: -10	LMP1 NFkB inh: -2	TRAIL sens C8: -6	NR2E3 ag-2: -7

(listing goes on)
item	compound	CF NFkB inh	Shn3 inh set2	HIF-2a inh	Peg3 promoter	KKLEB cytotox	hiPSC survival
17	COc1ccc(C(=O)NCCCNC(=O)c2cccnc2)cc1OC	-9	-1	-4	14	4	0.8
18	CCCCNC(=O)C(=O)N/N=C/c1ccc(OCc2ccccc2)cc1	3	5	20	-2	2	2.6
19	COc1ccc(NC(=O)c2cc3ccc(O)cc3o/c2=N\O)cc1	5	-163	13	-288	-27	-0.6
20	O=C(O)c1nnn(-c2ccc([N+](=O)[O-])cc2)c1-c1ccccc1	1	-48	14	11	-4	-0.5
21	CC1(C)CCN2CCC(C)(C)c3c(O)ccc1c32	23	58	15	48	-10	-0.7
22	NC(=O)c1cc([N+](=O)[O-])ccc1NCC1CCCCC1	-26	-29	-147	-121	4	-1.1
23	Cc1ccccc1NC(=O)CCc1c(C)nn(-c2ccc(N3CCCCC3)nn2)c1C	16	-16	-44	-66	-14	-0.5
24	COc1ccccc1NC(=O)c1ccc(-c2nn(C)c(=O)c3ccccc23)cc1	-12	18	4	6	-10	1.6

item	NR2E3 ag-1	TRPM1 prom inh	LMP1 NFkB inh	TRAIL sens C8	NR2E3 ag-2
17	0	2	-7	-7	-15
18	-1	11	-2	0	-19
19	1	-59	-7	74*	-156
20	2	4	0	3	-21
21	5	64*	19	46	-11
22	5	-51	5	2	14
23	0	-31	-2	11	1
24	-2	-4	9	-10	-18

Next section:
item	compound	CF NFkB inh	Shn3 inh set2	HIF-2a inh	Peg3 promoter	KKLEB cytotox	hiPSC survival
25	COc1ccc(CN2CCN(C(=O)CCC(=O)Nc3nnc(C4CCCCC4)s3)CC2)cc1F	7	36	-9	-17	8	-0.3
26	Cc1cnc(CN(C)C(=O)C2CCC(=O)N(CCc3ccccc3)C2)[nH]1 (configuration not stated)	9	9	3	-8	-5	-0.4
27	O=S(=O)(NCc1cccs1)c1ccc(Br)cc1	5	4	-18	-29	21	0.0
28	O=C(NCCSc1ccccc1)c1ccccc1F	-6	-90	-252	-266	-11	-0.1
29	COc1cccc(CN(C)C(=O)CC[C@H]2O[C@@H](n3cnc4c(NC(=O)c5ccccc5)ncnc43)[C@H](O)[C@@H]2O)c1	-2	3	5	4	-15	-0.8
30	COc1ccc(CCNC(=S)Nc2ccc(OC)cc2)cc1	-8	4	-12	-1	-2	-1.0
31	CC(C)c1ccc(NC(=O)c2ccc(NS(C)(=O)=O)cc2)cc1	22	-27	-56	-42	-1	2.3
32	N#CC(C#N)=C(N)CSc1cccc[n+]1[O-]	-20	-1	8	4	15	-2.7

item	NR2E3 ag-1	TRPM1 prom inh	LMP1 NFkB inh	TRAIL sens C8	NR2E3 ag-2
25	2	16	6	17	-20
26	3	4	-10	6	-1
27	4	4	4	4	-31
28	1	-88	5	2	-140
29	x	x	x	-9	-13
30	0	5	3	-3	-1
31	4	-37	-24	22	-13
32	0	-1	-5	-11	-22

(further entries)
item	compound	CF NFkB inh	Shn3 inh set2	HIF-2a inh	Peg3 promoter	KKLEB cytotox	hiPSC survival
33	O=C1c2ccccc2-c2nccnc21	13	-7	0	-7	-3	1.8
34	CC1=C(C(=O)OCC2CCCO2)C(c2ccc(C)cc2)C2=C(CCCC2=O)N1 (configuration not stated)	7	-14	17	18	-10	-0.8
35	COC(=O)c1ccccc1NC(=S)NC(=O)COc1ccc(C(C)C)cc1	18	11	-1	-23	-15	-1.5
36	C[C@@H]1CCCCO[C@@H](CN(C)C(=O)CCC(F)(F)F)[C@@H](C)CN([C@H](C)CO)C(=O)c2cc(N(C)C)ccc2O1	-9	-25	5	-11	-2	-1.4
37	Cc1ccc(N2C(=O)N(CC(=O)NC(N)=O)C(=O)C2C)cc1 (configuration not stated)	2	-7	9	-4	4	1.5
38	Cn1c(NNC(=O)c2c(F)cccc2F)cc(=O)n(C)c1=O	-31	-21	15	2	10	-0.1
39	Cc1c(C(=O)C(=O)NCC2CCCO2)c2ccccc2n1C (configuration not stated)	18	7	-3	-2	-9	0.8
40	Cc1ccccc1C(=O)Nc1sc(C)c(C)c1C(=O)c1ccccc1	5	-3	21	7	6	-1.8

item	NR2E3 ag-1	TRPM1 prom inh	LMP1 NFkB inh	TRAIL sens C8	NR2E3 ag-2
33	1	15	-7	-7	-24
34	0	10	3	4	14
35	2	9	11	-1	-21
36	x	x	7	-1	-7
37	0	-4	2	-5	0
38	3	1	4	10	7
39	-3	9	1	16	4
40	-4	14	-2	2	-15

Following part:
item	compound	CF NFkB inh	Shn3 inh set2	HIF-2a inh	Peg3 promoter	KKLEB cytotox	hiPSC survival
41	C=CCNC(=S)N1CCN(Cc2ccccc2)CC1	-8	3	8	4	-1	0.0
42	CCc1ccccc1NC(=O)c1ccc(CN2CCC(Cc3ccccc3)CC2)cc1	2	27	-9	26	-13	-4.0
43	Cc1sc(NC(=O)Cc2ccc3c(c2)OCO3)nc1-c1ccc2c(c1)CCN2C(=O)c1ccc(F)cc1	-11	57	10	-2	-11	0.9
44	COc1ccc(S(=O)(=O)Nc2cccc(-c3ccc4nncn4n3)c2)cc1	47	28	12	21	-27	-0.5
45	COc1cc(O)c(CC=C(C)C)c(O)c1C(=O)CCc1ccc(O)cc1	52*	-3	-303	13	-4	-2.2

item	NR2E3 ag-1	TRPM1 prom inh	LMP1 NFkB inh	TRAIL sens C8	NR2E3 ag-2
41	3	-14	-6	-1	-3
42	0	-3	18	11	16
43	2	13	24	34	12
44	-2	24	8	19	-30
45	0	-11	-42	6	-21
